Assay outcomes as filed in PubChem BioAssay.
Pf Dd2 inh: inhibitors of Plasmodium falciparum Dd2 growth; AID 1159554; activity change, % at 10 µM; 2.3% of 94,000 active; P. falciparum Dd2 growth, SYBR Green, 72 h; stronger effect = lower value; in the data active means activity change below about -80%; inconclusive means no clear call, values can overlap the other calls
KDM4C inh: blocks human GASC-1 (KDM4C) demethylase activity; Q9H3R0; GST-KDM4C 2-372, H3K9me3 peptide, LANCE TR-FRET; inhibition, % at 12.5 µM; 0.15% of 96,000 active; AID 720574;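 active means mean replicate inhibition above about 25%, with at least 55% of replicates also reaching it, limit read from the data, passing the limit was not always enough; inconclusive means only one of those two conditions met; inactive means neither condition met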
Target sequence (Q9H3R0 2-372 limits assumed): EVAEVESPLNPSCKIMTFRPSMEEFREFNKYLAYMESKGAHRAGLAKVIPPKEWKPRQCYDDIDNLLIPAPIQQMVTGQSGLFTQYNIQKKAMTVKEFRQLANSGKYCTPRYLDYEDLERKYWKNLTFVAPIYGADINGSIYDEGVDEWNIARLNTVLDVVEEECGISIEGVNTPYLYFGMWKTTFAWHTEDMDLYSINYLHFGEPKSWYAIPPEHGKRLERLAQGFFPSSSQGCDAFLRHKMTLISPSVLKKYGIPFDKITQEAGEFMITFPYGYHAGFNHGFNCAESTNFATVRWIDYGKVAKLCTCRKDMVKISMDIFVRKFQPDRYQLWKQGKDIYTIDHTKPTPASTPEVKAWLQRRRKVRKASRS
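System: N-terminal GST-fused human GASC-1 (KDM4C) fragment, residues 2-372 / Amount: 10 nM GST-KDM4C in enzyme reaction / Also added: H3K9me3 peptide with Fe(II)/2OG / Times: 30 min demethylation and 1 h detection at room temperature / Signal: LANCE TR-FRET / Read-out basis: Fall in 671/618 emission ratio as inhibition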
Tcruzi prolif: T. cruzi proliferation inhibition; T. cruzi beta-gal in NIH3T3, GalScreen luminescence, 90 h; inhibition, % at 8.34 µM; 5.9% of 77,000 active; AID 624255;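 active means mean inhibition above about 93%, with at least 55% of replicates each passing it, limit read from the data, passing the limit was not always enough; inconclusive means only one of those two conditions holds; inactive means neither condition holds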
C diff growth: inhibitors of Clostridium difficile growth; Clostridium difficile clinical isolate growth, OD600, 24 h; stronger effect = lower value; growth activity, negative = inhibition, % at 16 µg/mL (by protocol); AID 1259249; 0.25% of 86,000 active;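 active means mean growth activity at or below -80% and every replicate also at or below -80%; inconclusive means mean at or below -80% but some replicate above -80%; inactive means mean growth activity above -80%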;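 further: 0% = DMSO wells and -100% = levofloxacin 16 µg/mL wells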
An asterisk follows results filed as active; ? = inconclusive; nt = not tested or not shown; & = joins results of further samples.

Results follow in this order: Pf Dd2 inh | KDM4C inh | Tcruzi prolif | C diff growth
COc1ccc(S(=O)(=O)N(C)C[C@H]2OCCCC[C@@H](C)Oc3ccc(NS(=O)(=O)c4ccccc4)cc3C(=O)N([C@@H](C)CO)C[C@@H]2C)cc1
→ nt | 0.2 | 89 | -2
C[C@H](CO)N1C[C@H](C)[C@H](CN(C)Cc2ccccn2)Oc2ncc(C#CC3CC3)cc2C1=O
→ 16 | 1.1 | 73 | 4
CN(C)CC#Cc1ccc([C@@H]2[C@H]3CN(C(=O)C4CCC4)CCCCN3[C@H]2CO)cc1
→ 16 | 3.6 | 72 | 6
C[C@H](CO)N1C[C@H](C)[C@@H](CN(C)Cc2ccccc2)Oc2ccc(NC(=O)NC3CCCCC3)cc2C1=O
→ 6 | 4.2 | -9 | -6
C[C@@H]1CN([C@H](C)CO)C(=O)c2cc(-c3ccccc3F)cnc2O[C@H]1CN(C)C(=O)c1ccccn1
→ 15 | -1.4 | -55 | -3
O=C(NC[C@@H]1CC[C@@H]2[C@@H](CN2Cc2ccccc2F)O1)C1CCCCC1
→ 16 | nt | nt | -2
CCC(=O)N1C[C@@H](C)[C@@H](OC)CN(C)C(=O)c2ccc(NS(C)(=O)=O)cc2OC[C@@H]1C
→ nt | 0.5 | 24 | -2
Cc1ccc(S(=O)(=O)N[C@H]2CC[C@@H](CCNC(=O)c3ccc4c(c3)OCO4)O[C@H]2CO)cc1
→ -21 | -1.0 | 30 | 3
O=C(Nc1cccc(F)c1)N1CC(=O)N2[C@H](CO)[C@@H](c3ccc(C#CCC4CCCC4)cc3)[C@@H]2C1
→ -27 | 0.7 | nt | 6
CC(C)CC#Cc1ccc2c(c1)O[C@H](CN(C)Cc1ccncc1)[C@@H](C)CN([C@@H](C)CO)S2(=O)=O
→ -69 | 4.1 | 130* | 20
O=C(N[C@@H]1CC[C@H](CCn2cc(Cc3ccccc3)nn2)O[C@@H]1CO)c1cnccn1
→ -3 | -2.9 | 16 | 7
CCS(=O)(=O)N1CC2(C1)[C@H](c1ccccc1)[C@@H](CO)N2C(=O)C1CCCC1
→ 10 | -0.3 | nt | 0
O=C(C[C@H]1CC[C@@H]2[C@H](COC[C@H](O)CN2C(=O)Nc2ccc(Cl)c(Cl)c2)O1)NCc1ccc(Cl)c(Cl)c1
→ -8 | -1.6 | 106* | nt
Cc1noc(C)c1NC(=O)N(C)C[C@@H]1OCCCC[C@@H](C)Oc2ccc(NC(=O)Nc3ccccc3)cc2C(=O)N([C@H](C)CO)C[C@@H]1C
→ 19 | 0.8 | -16 | -1
CCNC(=O)C[C@H]1C=C[C@@H](NC(=O)C2CC2)[C@@H](CO)O1
→ 12 | -0.3 | nt | 3
CC(C)[C@@H]1COCc2cn(nn2)CC[C@@H](Cc2ccccc2)C(=O)N1
→ nt | 9.6 | nt | 5
COc1ccccc1-c1cn(CC[C@@H]2CC[C@@H](NC(=O)NC(C)C)[C@H](CO)O2)nn1
→ -11 | 0.5 | 30 | 0
CC(=O)N1[C@H](CNC(=O)CN2CCOCC2)[C@H](c2ccccc2)[C@@H]1CO
→ 2 | -0.5 | 32 | -5
C[C@@H]1CN([C@H](C)CO)C(=O)c2cc(NC(=O)c3ccncc3)ccc2O[C@@H](C)CCCCO[C@H]1CN(C)S(=O)(=O)c1cccs1
→ -1 | 0.1 | nt | nt
O=C(c1cccnc1)N1CC(=O)N2[C@H](CO)[C@H](c3ccc(-c4cccnc4)cc3)[C@@H]2C1
→ 25 | -0.2 | nt | -2
C/C=C/c1cnc2c(c1)C(=O)N([C@H](C)CO)C[C@@H](C)[C@H](CN(C)S(=O)(=O)c1cccs1)O2
→ -8 | -0.9 | 43 | 1
O=C(NC1CCC1)[C@@H]1[C@@H](CO)[C@@H]2Cn3c(ccc(-c4ccccc4)c3=O)[C@@H]2N1Cc1ccccn1
→ -10 | 9.9 | 78 | 0
CC(C)C#Cc1ccc2c(c1)O[C@H](CN(C)C(=O)c1ccncc1)[C@H](C)CN([C@@H](C)CO)S2(=O)=O
→ 21 | -0.8 | 56 | -3
C[C@@H]1CN([C@@H](C)CO)S(=O)(=O)c2ccc(C3=CCCCC3)cc2O[C@H]1CN(C)C(=O)c1ccc(F)cc1
→ -48 | -1.7 | ? | 5
CCCC(=O)Nc1ccc2c(c1)C(=O)N(C)[C@@H]1CC[C@H](CC(=O)Nc3ccccc3)O[C@H]1CO2
→ 3 | 1.3 | -54 | 11
C[C@H]1CN([C@@H](C)CO)C(=O)c2cc(NS(C)(=O)=O)ccc2O[C@H]1CN(C)Cc1ccc(Oc2ccccc2)cc1
→ -10 | 0.6 | 8 | -4
CC(C)NC(=O)Nc1ccc2c(c1)CC(=O)N([C@@H](C)CO)C[C@@H](C)[C@@H](CN(C)S(=O)(=O)c1cccs1)O2
→ -22 | 0.0 | 28 | 6
C[C@H](CO)N1C[C@H](C)[C@H](CN(C)CC2CCCC2)Oc2ncc(Br)cc2C1=O
→ 29 | 0.4 | 58 | nt
C[C@@H]1CN([C@H](C)CO)C(=O)c2cc(-c3ccc(C#N)cc3)cnc2O[C@@H]1CN(C)Cc1ccncc1
→ 23 | -2.2 | -13 | -4
CC(C)NC(=O)N(C)C[C@H]1Oc2ncc(-c3ccc(C(=O)N(C)C)cc3)cc2C(=O)N([C@@H](C)CO)C[C@H]1C
→ 12 | -0.5 | 40 | -8
COc1ccc2c3c([nH]c2c1)[C@H](CO)N(C(=O)NC(C)C)CC31CN(Cc2ccc(F)cc2)C1
→ -43 | -0.4 | nt | -25
Cc1ccccc1CN(C)C[C@H]1OCc2cn(nn2)CCCC(=O)N([C@H](C)CO)C[C@@H]1C
→ 2 | -0.1 | -3 | nt
C[C@@H]1CCCCO[C@H](CN(C)C(=O)Nc2ccc(C(F)(F)F)cc2)[C@@H](C)CN([C@@H](C)CO)C(=O)c2cc(NS(=O)(=O)c3ccc(Cl)cc3)ccc2O1
→ -84* | -0.4 | 81 | 7
O=C(C[C@@H]1C[C@@H]2c3cc(NC(=O)NC4CCCC4)ccc3O[C@@H]2[C@H](CO)O1)NCC(F)(F)F
→ -4 | 0.5 | nt | 5
Cc1ccc(S(=O)(=O)Nc2ccc3c(c2)C(=O)N([C@@H](C)CO)C[C@H](C)[C@H](CN(C)Cc2ccc4c(c2)OCO4)OCCCC[C@@H](C)O3)cc1
→ -70 | -0.5 | 31 | -4
COCC#Cc1cnc2c(c1)C(=O)N([C@@H](C)CO)C[C@@H](C)[C@@H](CN(C)C(=O)Nc1cc(F)ccc1F)O2
→ 12 | -0.5 | nt | -3
Cc1noc(C)c1NC(=O)N(C)C[C@H]1Oc2ccc(NC(=O)Cc3ccccc3)cc2C(=O)N([C@@H](C)CO)C[C@@H]1C
→ -1 | 0.2 | 46 | -1
Cc1noc(C)c1S(=O)(=O)Nc1ccc2c(c1)C(=O)N([C@H](C)CO)C[C@@H](C)[C@@H](CN(C)C(=O)Cc1ccccc1)OCCCC[C@H](C)O2
→ -43 | -0.9 | -45 | 12
CO[C@H]1CN(C)C(=O)c2ccc(NC(=O)c3ccc(F)cc3)cc2OC[C@@H](C)NC[C@@H]1C
→ -12 | 0.0 | -32 | nt
CN1C(=O)c2cc(NC(=O)c3ccc(Cl)cc3)ccc2OC[C@H]2O[C@@H](CC(=O)NCc3cccc(F)c3)CC[C@H]21
→ -8 | 0.4 | 91 | 14
CC(C)(O)C#Cc1ccc([C@H]2[C@@H](CO)N3CCCCN(C(=O)c4ccncc4)C[C@@H]23)cc1
→ 52 | 2.8 | 29 | -5
C[C@H]1CN([C@@H](C)CO)C(=O)c2cc(-c3ccc(C(=O)N(C)C)cc3)cnc2O[C@@H]1CN(C)C(=O)c1ccncc1
→ 40 | 0.1 | nt | -2
CCCN(C)C[C@H]1Oc2ncc(-c3ccncc3)cc2C(=O)N([C@@H](C)CO)C[C@@H]1C
→ 12 | 1.9 | nt | -4
CC(C)C(=O)Nc1ccc2c(c1)C(=O)N(C)[C@@H]1CC[C@H](CC(=O)N[C@@H](C)c3ccccc3)O[C@H]1CO2
→ 3 | -0.1 | -1 | 1
Cc1ccc(S(=O)(=O)N(C)C[C@H]2OCCCC[C@@H](C)Oc3ccc(NC(=O)Nc4ccc5c(c4)OCO5)cc3C(=O)N([C@@H](C)CO)C[C@@H]2C)cc1
→ -73 | 0.3 | nt | nt
Cc1ccc(S(=O)(=O)Nc2ccc3c(c2)C(=O)N([C@@H](C)CO)C[C@H](C)[C@H](CN(C)Cc2ccc(C(=O)O)cc2)OCCCC[C@@H](C)O3)cc1
→ -32 | 1.6 | nt | nt
CCCNC(=O)C[C@H]1CC[C@H]2[C@@H](COC[C@H](O)CN2CC2CCCCC2)O1
→ -34 | 1.3 | nt | 3&-9
C[C@@H]1CN([C@@H](C)CO)C(=O)c2cccc(NC(=O)C3CC3)c2O[C@H]1CN(C)Cc1ccc(C(=O)Nc2ccccc2N)cc1
→ -54 | -0.7 | 99* | 4
COc1ccc(C#Cc2ccc([C@H]3[C@@H](CO)N4CCCCN(C(=O)Nc5cccc(F)c5)C[C@H]34)cc2)cc1
→ ? | -3.4 | 66 | -89*
COc1cccc(C(=O)Nc2ccc3c(c2)C(=O)N(C)C[C@@H](OC)[C@@H](C)CN(C(=O)C2CCCC2)[C@@H](C)CO3)c1
→ nt | -2.3 | 60 | nt
C[C@H](CO)N1C[C@H](C)[C@H](CN(C)C(=O)Nc2ccc(C(F)(F)F)cc2)Oc2ccc(NC(=O)CCN3CCOCC3)cc2C1=O
→ 3 | -1.7 | -182 | -2
CN1C(=O)c2cc(NC(=O)C3CCOCC3)ccc2OC[C@@H]2O[C@@H](CC(=O)NCc3ccc4c(c3)OCO4)CC[C@H]21
→ nt | 0.8 | -51 | -3
CCOC(=O)N(C)C[C@@H]1OCc2ccccc2-c2ccccc2C(=O)N([C@H](C)CO)C[C@@H]1C
→ 59 | 1.7 | -13 | nt
COCC#Cc1cnc2c(c1)C(=O)N([C@@H](C)CO)C[C@H](C)[C@H](CN(C)C(=O)Nc1ccc(OC)cc1)O2
→ -6 | -0.4 | 66 | 4
COCCNC(=O)C[C@@H]1C[C@H]2c3cc(N(C)C)ccc3O[C@H]2[C@H](CO)O1
→ -16 | 39* | nt | 7
CCC(=O)Nc1ccc2c(c1)C(=O)N(C)C[C@H](OC)[C@H](C)CN(Cc1ccccc1OC)[C@H](C)CO2
→ nt | -1.7 | 0 | -7
CCC(=O)Nc1ccc2c(c1)C(=O)N(C)C[C@@H](OC)[C@H](C)CN(C(=O)Cc1cccnc1)[C@H](C)CO2
→ 63 | 0.1 | 21 | nt
CO[C@H]1CN(C)C(=O)c2cc(NC(=O)CC(F)(F)F)ccc2OC[C@H](C)N(S(=O)(=O)c2cn(C)cn2)C[C@@H]1C
→ 5 | 0.7 | nt | nt
COc1ccc2c3c(n(C)c2c1)[C@@H](CO)N(C(=O)c1ccncc1)CC31CCN(S(C)(=O)=O)CC1
→ 33 | 4.3 | nt | 3
Cc1noc(C)c1S(=O)(=O)Nc1ccc2c(c1)C(=O)N([C@@H](C)CO)C[C@@H](C)[C@@H](CN(C)CC1CCCCC1)O2
→ 7 | -1.2 | -3 | 2

Remaining list, next part:
Results follow in this order: Pf Dd2 inh | KDM4C inh | Tcruzi prolif | C diff growth
COc1ccc(NC(=O)Nc2ccc3c(c2)C(=O)N([C@H](C)CO)C[C@H](C)[C@@H](CN(C)C(=O)c2ccccc2)OCCCC[C@H](C)O3)cc1
→ -6 | -0.1 | 69 | 0
O=C(c1ccncc1)N1CC(=O)N2[C@H](CO)[C@H](c3ccc(-c4ccccc4F)cc3)[C@@H]2C1
→ 20 | -0.8 | nt | -3
Cc1ccc(S(=O)(=O)N(C)C[C@H]2OCCCC[C@H](C)Oc3ccc(NS(=O)(=O)c4cn(C)cn4)cc3C(=O)N([C@@H](C)CO)C[C@H]2C)cc1
→ -52 | 0.1 | 21 | 0
CCCC#Cc1cnc2c(c1)C(=O)N([C@H](C)CO)C[C@H](C)[C@@H](CN(C)C(=O)Nc1c(C)noc1C)O2
→ 33 | 0.1 | 17 | 6
C[C@@H]1CCCCO[C@@H](CN(C)C(=O)Nc2cccc3ccccc23)[C@@H](C)CN([C@H](C)CO)C(=O)c2cc(NC(=O)Nc3ccccc3)ccc2O1
→ -69 | -0.7 | 25 | 2

Of the compounds above, these contain a CF3 group:
Results follow in this order: Pf Dd2 inh | KDM4C inh | Tcruzi prolif | C diff growth
C[C@@H]1CCCCO[C@H](CN(C)C(=O)Nc2ccc(C(F)(F)F)cc2)[C@@H](C)CN([C@@H](C)CO)C(=O)c2cc(NS(=O)(=O)c3ccc(Cl)cc3)ccc2O1
→ -84* | -0.4 | 81 | 7
O=C(C[C@@H]1C[C@@H]2c3cc(NC(=O)NC4CCCC4)ccc3O[C@@H]2[C@H](CO)O1)NCC(F)(F)F
→ -4 | 0.5 | nt | 5
C[C@H](CO)N1C[C@H](C)[C@H](CN(C)C(=O)Nc2ccc(C(F)(F)F)cc2)Oc2ccc(NC(=O)CCN3CCOCC3)cc2C1=O
→ 3 | -1.7 | -182 | -2
CO[C@H]1CN(C)C(=O)c2cc(NC(=O)CC(F)(F)F)ccc2OC[C@H](C)N(S(=O)(=O)c2cn(C)cn2)C[C@@H]1C
→ 5 | 0.7 | nt | nt
